E-sel inducer = E-selectin induction on HUVECs; P16581; activation, % at 7.58 µM; AID 686992; HUVEC E-selectin immunofluorescence imaging; normalized: neutral wells 0, TNF-alpha wells 100; 260,000 tested, 0.37% active;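 active = mean E-selectin-positive cell signal at least 10% of the positive control, reached in at least 60% of replicates, without over 20% cell loss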;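 also: in these data hits start at about 27%; measured in HUVEC primary endothelial cells; signal is the percent of cells scored E-selectin positive by PE staining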
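Read-out basis: % PE-positive cells; Test system: HUVEC primary endothelial cells; Technique: immunofluorescence imaging; Dosing: single-point compound dose.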
PglD inh = PglD (C. jejuni) enzyme inhibition; purified PglD enzyme, DTNB colorimetric CoA detection; inhibition, % at 12.5 µM; 360,000 tested, 0.098% active; AID 602405; in the data active = inhibition above about 16%, passing the limit was not always enough; also: strong numbers were not always called active
Casp6 inh = inhibitors of human caspase-6; P55212; purified caspase-6, Z-VEID-R110 cleavage fluorescence; inhibition, % at 12.5 µM; 350,000 tested, 0.53% active; AID 686996;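 active = mean inhibition across replicates at least about 35%, with every replicate also reaching that limit, limit read from the data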;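 also: 0% = median of neutral control wells and 100% = no fluorescence left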
Target sequence (P55212 24-179 limits assumed): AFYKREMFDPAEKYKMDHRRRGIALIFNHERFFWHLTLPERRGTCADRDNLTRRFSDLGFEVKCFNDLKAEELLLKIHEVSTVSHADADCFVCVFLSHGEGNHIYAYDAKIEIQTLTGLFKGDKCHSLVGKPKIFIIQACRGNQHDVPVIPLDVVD
Target sequence (P55212 194-293 limits assumed): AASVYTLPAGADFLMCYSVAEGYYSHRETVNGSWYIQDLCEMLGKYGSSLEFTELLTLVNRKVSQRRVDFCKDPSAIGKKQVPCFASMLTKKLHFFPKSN
RAD54 inh = inhibitors of human RAD54 branch migration | RAD54 Holliday junction branch migration, FAM/BHQ fluorescence | inhibition, % at 10.4 µM | 360,000 tested, 0.14% active | AID 602329;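 active = mean normalized replicate activity at least 40 and at least half of replicates scoring 40 or more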;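 also: 0% = median of neutral control wells and 100% = median of positive control wells; inhibitors cause a drop in the FAM fluorescence signal; in these data hits start at about 50%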
Target sequence (Q92698 whole entry, looked up): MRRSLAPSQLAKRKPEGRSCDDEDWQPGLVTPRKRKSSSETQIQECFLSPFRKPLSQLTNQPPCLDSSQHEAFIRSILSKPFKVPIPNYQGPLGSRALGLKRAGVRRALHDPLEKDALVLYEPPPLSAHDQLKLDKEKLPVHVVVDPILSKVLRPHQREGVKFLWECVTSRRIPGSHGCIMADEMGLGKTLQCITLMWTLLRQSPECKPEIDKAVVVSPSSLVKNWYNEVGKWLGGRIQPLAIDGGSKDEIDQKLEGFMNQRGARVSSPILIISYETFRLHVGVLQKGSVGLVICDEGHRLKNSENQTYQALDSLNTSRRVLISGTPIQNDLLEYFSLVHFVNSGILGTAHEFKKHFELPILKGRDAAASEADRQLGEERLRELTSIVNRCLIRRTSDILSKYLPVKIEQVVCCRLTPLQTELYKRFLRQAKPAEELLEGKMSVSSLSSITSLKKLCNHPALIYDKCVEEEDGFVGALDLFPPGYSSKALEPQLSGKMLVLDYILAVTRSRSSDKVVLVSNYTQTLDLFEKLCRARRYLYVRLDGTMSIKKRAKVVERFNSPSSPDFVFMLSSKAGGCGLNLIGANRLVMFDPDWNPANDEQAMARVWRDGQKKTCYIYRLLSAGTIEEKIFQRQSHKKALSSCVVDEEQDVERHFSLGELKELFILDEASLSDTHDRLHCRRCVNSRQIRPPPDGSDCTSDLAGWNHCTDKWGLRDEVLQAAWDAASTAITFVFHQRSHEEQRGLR
esBAF inh = inhibitors of esBAF chromatin remodeling in mouse ES cells. Bmi1-luciferase knock-in reporter, 24 h; 100% = twice the neutral-well signal. reporter increase, % at 12.5 µM. 350,000 tested, 2% active; in the data active = activation above about 40%;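 also: 0% = median of the plate's neutral control wells and 100% = double that signal; a rise in the Bmi1 reporter signal indicates esBAF inhibition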
RAD52 inh = blocks human RAD52 DNA annealing | P43351 | recombinant RAD52 DNA annealing, FRET fluorescence | inhibition, % at 18.7 µM | 360,000 tested, 0.46% active | AID 651710;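 active = every replicate showing at least 50% inhibition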
ERp5 inh = inhibitors of human ERp5. Q15084. ERp5 insulin aggregation, absorbance 650 nm, 90 min. inhibition, % at 9.99 µM. 350,000 tested, 0.05% active. AID 651711;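 active = mean replicate inhibition above about 25%, with every replicate also reaching it, limit read from the data, passing the limit was not always enough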
ARNT TACC3 PPI = disrupts binding between human ARNT and TACC3; Q9Y6A5; AlphaScreen His-ARNT PAS-B/GST-TACC3 binding, luminescence; TACC3 fragment carries E629A point mutation; inhibition, % at 9.99 µM; 390,000 tested, 0.66% active; AID 623870;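 active = mean inhibition of replicates at least 50% and at least half of replicates each reaching 50%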;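 also: 0% = complete ARNT plus TACC3 wells and 100% = ARNT alone without TACC3; many hits fall short of the cut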
Numbers without * were called inactive; . = no result given; & = joins results of further samples; ! = repeats disagree.

molecule	PglD inh	ERp5 inh	E-sel inducer	esBAF inh	RAD52 inh	ARNT TACC3 PPI	Casp6 inh	RAD54 inh
COCCn1nnnc1C(c1cc(OC)ccc1OC)N1CCc2ccccc2C1 (centres undefined)	-2	.	.	1	.	6	.	5
Cc1ccc(S(=O)(=O)NCCc2ccncc2)cc1[N+](=O)[O-]	10	1	-0.5	2	-8	-7	-2	-8
C=C(C)C(=O)Nc1cccc(C2=NOC3(C2)C[C@@H](C(N)=O)N(C(=O)CC(c2ccccc2)c2ccccc2)C3)c1 (some centres undefined)	7	-5	.	15	-19	-1	23	-3
COc1ccc(/C=C2\SC(=S)N(CC(=O)OCC(=O)Nc3ccc(C)cc3Cl)C2=O)cc1	0	-1	2.3	0	-56	.	7	-11
O=C(Nc1nnc(-c2ccccc2)o1)c1cc(-c2cccs2)nc2ccccc12	.	-7	-0.1	1	-30	30	0	4
Cc1ccsc1/C=C(\C#N)C(=O)NCCCN1CCOCC1	.	0	-0.3	.	-8	-5	-2	.
COCC(=O)N(C)C[C@@H]1Oc2cc(-c3ccc(F)cc3)ccc2S(=O)(=O)N([C@H](C)CO)C[C@H]1C	-2&12&12	-8&10&1	58*!	-3&0&0	-9&-5&-2	-3&-5	1&-2&-1	-5&-5&-9
COc1cccc(CC2(CO)CCCN(Cc3ccc(-c4ccco4)cc3)C2)c1 (centres undefined)	.	2	0.4	.	-15	1	-3	.
CCOc1ccc(C(=O)C(CN2CCOCC2)c2ccccc2)cc1 (centres undefined)	-7	.	.	-3	.	-2	.	-14
COc1ccc(CCN(C)C(=O)Cc2ccc(-c3ccccc3)cc2)cc1OC	-2	-5	.	12	-13	-2	0	-9
COc1ccc2nc(/N=C\N(C)C)sc2c1	6	.	.	12	.	-6	.	2
CCC1CCCCN1C(=O)CSc1nnc(N)s1 (centres undefined)	.	2	0.0	.	-4	2	-1	.
CN(C)S(=O)(=O)c1ccc(C(=O)Nc2cc3c(cc2C(=O)O)OCCCO3)cc1	-5	-4	-0.2	-11	-18	0	-2	6
CCOc1ccc(/C(O)=C2/C(=O)C(=O)N(Cc3cccnc3)C2c2ccc(N(C)C)cc2)c(C)c1 (centres undefined)	0	-3	.	4	-15	-13	3	-9
CN(C)/C=C/C=C1C(=O)CCCC1=O	-8	.	.	-2	.	21	.	-11
COc1cc(OC)cc(C2=Cc3ccccc3C(CC(C)=O)N2c2ccc(C#CC3(O)CCCCC3)cc2)c1 (centres undefined)	.	1	-0.1	.	-41	.	2	.
C[C@@H]1CN([C@H](C)CO)C(=O)c2cc(NC(=O)Nc3ccc4c(c3)OCO4)ccc2O[C@@H](C)CCCCO[C@@H]1CN(C)S(=O)(=O)c1ccc(F)cc1	-3	-5	-0.1	-4	-25	-2	0	0
C[C@@H]1CN([C@H](C)CO)C(=O)c2cccc(N(C)C)c2O[C@H]1CN(C)Cc1ccc(C(=O)Nc2ccccc2N)cc1	-3	-2	0.2	-3	6	4	-4	7
CCOc1ccc(/C=N/NC(=O)c2ccccc2O)cc1CN1CC2CC(C1)c1cccc(=O)n1C2 (centres undefined)	5	-4	.	57*	-5	.	-3	-1
Cc1ccc2oc(=O)c3cnn(CC(=O)N4CCN(c5ccccn5)CC4)c3c2c1	-2	2	-0.5	3	0	-6	2	-11
COC(=O)c1cccc(NC(=S)NCCC2=CCCCC2)c1	66*	5	.	2	-8	5	3	7
COC(=O)[C@@H]1C[C@@]2(O)[C@H](O)[C@H](O)[C@H](O)C[C@H]2N1Cc1ccc(C(F)(F)F)cc1	9	8	-0.6	8	-6	-3	.	-13
CCN(CC)CCNC(=O)c1ccc(NC(=O)c2c(C)nn(-c3ccc(F)cc3)c2Cl)cc1	-2	0	0.1	-13	7	4	-28	-2
O=C(CSc1nncn1-c1cccnc1)Nc1cccc([N+](=O)[O-])c1	-3	4	2.1	4	-3	-1	0	5
CCC(CO)Oc1cc(NC(=O)c2cccc(Cl)c2)c2ncn(C(C)C)c2c1 (centres undefined)	0&3	-2	0.2	3	2	0&5	0	-5&-7
CC(=O)N(C)C[C@@H]1Oc2cc(C#CC3CCCC3)ccc2S(=O)(=O)N([C@H](C)CO)C[C@@H]1C	-1	-9	1.9	3	-15	2	4	-5
COC(=O)c1c(-c2ccccc2)noc1-c1ccccc1	0	-2	.	.	-17	.	-3	-7
CC(C)CC(=O)N1CCN(Cc2ccccc2Cl)CC1	2	1	.	-4	-10	4	1	-2
CN(CC(=O)NNC(=O)Cc1ccccc1F)S(=O)(=O)c1ccc(Cl)cc1	0	-1	.	-1	-1	-2	0	11
CC(=O)N1CCCc2cc(S(=O)(=O)N(C)CCC#N)ccc21	-1	.	.	4	.	-3	.	3

Laid out differently: three of the compounds above.
Each structure is followed by: PglD inh	ERp5 inh	E-sel inducer	esBAF inh	RAD52 inh	ARNT TACC3 PPI	Casp6 inh	RAD54 inh
CC(C)CC(=O)N1CCN(Cc2ccccc2Cl)CC1
→ 2	1	.	-4	-10	4	1	-2
CN(CC(=O)NNC(=O)Cc1ccccc1F)S(=O)(=O)c1ccc(Cl)cc1
→ 0	-1	.	-1	-1	-2	0	11
CC(=O)N(C)C[C@@H]1Oc2cc(C#CC3CCCC3)ccc2S(=O)(=O)N([C@H](C)CO)C[C@@H]1C
→ -1	-9	1.9	3	-15	2	4	-5

Continued.
molecule	PglD inh	ERp5 inh	E-sel inducer	esBAF inh	RAD52 inh	ARNT TACC3 PPI	Casp6 inh	RAD54 inh
O=C1C=C(c2ccc(F)nc2)CCC1	-2	.	0.4	-5	.	.	.	-5
O=C(O)c1cc(N2C(=O)C3CC=CCC3C2=O)ccc1NCc1cccnc1 (centres undefined)	1	.	.	-7	.	-7	.	-5
COC(=O)/C(=C/c1c[nH]c2ccccc12)[N+](=O)[O-]	6	.	.	-3	.	7	.	9
CN1CCC(NC(=O)c2cccc(Oc3ccccc3)c2)CC1	3	1	0.0	-3	-6	.	-10	7
COc1cccc(C(=O)N2CCC[C@@H]2C(=O)N2CCC[C@@H]2C(=O)NCc2ccccc2)c1	.	3	-0.2	.	-16	.	-4	.
CCCn1c(C(O)c2cc(OC)c(OC)c(OC)c2)nc2ccccc21 (centres undefined)	2	2	.	1	-10	-1	2	2
Cc1ccc(CSc2nnc(-c3cccc(S(=O)(=O)N4CCOCC4)c3)n2CC(C)C)cc1	.	7	1.0	.	-2	-2	7	.
CCOc1ccc(NC(=O)CCC(=O)Nc2nnc(CC)s2)cc1	1	.	.	-4	-6	0	1	-4
Cc1ccc(SCC(=O)c2c(C)nc3cc(C)ccn23)cc1	-1	5	.	2	-14	-4	1	-7
Cc1[nH]c2ccccc2c1NC(=O)CN1CCN(C(=O)c2ccco2)CC1	0	2	.	.	-15	.	2	-10
O=C(C[C@@H]1C=C[C@H](NC(=O)c2ccc3c(c2)OCO3)[C@H](CO)O1)NCc1ccc(Oc2ccccc2)cc1	0	-3	-0.1	11	-4	4	1	-3
Cc1ccc(C)c(C(=O)CCC(=O)Nc2ccc(N3CCN(C)CC3)cc2C)c1	1	0	-0.8	5	-2	12	-12	-4
NC(=O)CSc1c[nH]c2ccccc12	0	.	.	-5	.	-13	.	-4
COc1cc(C2N=C(c3ccccc3)NO2)cc(Br)c1O (centres undefined)	5	.	.	11	.	6	.	-2
COc1ccc(-c2cc(CNC(C)=O)on2)cc1	-1	.	.	9	.	2	.	0
O=C(c1ccc(F)cc1)N(CC1CCC1)C[C@H]1N[C@@H](CO)[C@H]1c1ccccc1	2	-3	-0.1	3	-24	-7	.	6
COCC(=O)Nc1ccc2c(c1)C(=O)N(C)C[C@H](OC)[C@H](C)CN(C(=O)c1cnccn1)[C@@H](C)CO2	0	-1	-0.2	5	1	23	-1	4
CCS(=O)(=O)N1CCCCN2[C@H](C1)[C@H](c1ccc(-c3ccccc3)cc1)[C@@H]2CO	2	-3	0.1	10	-26	-3	-1	11
CCS(=O)(=O)c1nc(S(=O)(=O)c2ccc(C)cc2)c(NCCCN2CCCC2=O)s1	0	-5	.	-8	-6	-13	-5	0
C[C@H](CO)N1C[C@H](C)[C@@H](CN(C)S(=O)(=O)c2cccc(F)c2)OCc2cn(nn2)CCCC1=O	4&3	4&1	.	2&7	-13&2	-8	-1&-1	-5&-4
COCCCNC(=O)CN(CCc1ccccc1)S(=O)(=O)c1ccc(C)cc1	.	0	.	.	0	-5	3	4
CCn1ncc(CN2CCN(Cc3cccc(OC)c3)C(CCO)C2)c1C (centres undefined)	.	-9	.	.	-9	-7	-1	.
CSCC[C@@H](C(=O)Nc1ccc2c(c1)OCCO2)N1Cc2ccccc2C1=O	4	-1	0.0	6	-85	4	-1	-1
CC(=O)c1c(C)oc2ccc(NS(=O)(=O)c3ccccc3)cc12	0	1	.	-2	-11	.	0	14
CC(C)Oc1ccc(S(=O)(=O)N2CCCCC2)cc1NC(=O)C1CSC2(C)CCC(=O)N12 (centres undefined)	0	1	0.9	.	-18	-1	-2	-2
O=C(NCc1ccncc1)[C@@H]1CCCN1C(=O)[C@@H]1CCCN1C(=O)c1ccccc1Cl	.	1	1.1	.	-5	.	1	.
CC(NC(=O)COC(=O)c1ccc(S(=O)(=O)N2CCOCC2)cc1)c1ccccc1 (centres undefined)	2	-2	.	2	4	0	4	-7
FCCCOc1ccc(-c2nccc(-c3ccccn3)n2)cc1	0	3	.	11	-10	-4	-1	-4
COc1ccccc1N1CC(C(=O)OC(C)C(=O)Nc2ccc(F)cc2)CC1=O (centres undefined)	1	11	-0.2	1	-21	.	-5	-2
O=C(Oc1cccc(-n2cnnn2)c1)c1sc2ccccc2c1Cl	1	.	.	-9	.	-1	.	-4
CCOc1ccc(NC(=O)c2sc3nc4n(c(=O)c3c2C)CCC4)cc1	10	2	0.4	12	-35	-4	3	-19
CCOC(=O)c1c(C)c(C(=O)NCCCN2CCCC2=O)c(C)n1CC	.	-2	.	-6	-9	3	3	.
Cc1ccc(S(=O)(=O)Oc2ccc(/C=C(/NC(=O)c3ccccc3)C(=O)O)cc2)cc1	.	-5	.	.	-26	-5	22	.
CCOC(=O)CNC(c1ccccc1)c1cc(Br)ccc1NC(=O)CCN1CCOCC1 (centres undefined)	.	0	-8.1	-11	21	14	-3	.
O=C(c1cccc(S(=O)(=O)N2CCc3ccccc32)c1)N1CCCC(C(F)(F)F)C1 (centres undefined)	.	-1	0.0	2	-10	-3	4	.
CSc1ncnc2c1ncn2CCCNCC(C)c1ccccc1 (centres undefined)	-8	5	0.9	-1	-10	.	-4	8
COc1cccc(-c2cc(C(=O)Nc3cnn(Cc4ccc(F)cc4)c3)no2)c1	-1	.	.	-9	.	0	.	8
COCC#Cc1ccc2c(c1)O[C@H](CN(C)Cc1ccccc1)[C@@H](C)CN([C@@H](C)CO)S2(=O)=O	0	5	0.5	-2	-14	-1	7	-3
COc1ccc(C(=O)CNc2ccc(C)cc2C)cc1	.	1	4.7	.	2	7	13	.
CC(C)(CO)CNC1CCCN(C2Cc3ccccc3C2)C1 (centres undefined)	7	4	.	-10	-4	-1	-8	0
CCC1CCCCN1Cc1nc2c(c(=O)n(C)c(=O)n2C)n1Cc1ccccc1 (centres undefined)	0	0	.	11	-8	1	0	1
CCNc1nc(NCC)n2c(SCc3ccc(F)cc3)nnc2n1	0	.	.	-7	.	-18	.	9
CCOC(=O)C(=O)/C(=C\N(C)C)c1onc(-c2c(Cl)cccc2Cl)c1C(=O)OC	4	.	.	-2	.	0	.	3
C=C(C)[C@@H]1C2=CC(C(=O)OC)=C(C[C@H](C(=C)C)[C@H]3O[C@H]3C3=C[C@H]1OC3=O)O2	8	8	.	-71	-23	.	-1	0

Compound activity: PubChem BioAssay, Broad Institute
